A3G deaminase = inhibitors of human APOBEC3G DNA deaminase; inhibition, % at 20 µM; 0.28% of 330,000 active; recombinant A3G, ssDNA deamination FAM/TAMRA fluorescence; AID 493012;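 active = inhibition of at least 40% at 20 µM, with no more than 30% in the related APOBEC3A deaminase screen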;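 also: plate controls were DMSO wells with A3G for no effect and wells lacking A3G enzyme for full effect; some compounds called inactive have numbers as strong as hits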
Target sequence (Q9HC16 whole entry, looked up): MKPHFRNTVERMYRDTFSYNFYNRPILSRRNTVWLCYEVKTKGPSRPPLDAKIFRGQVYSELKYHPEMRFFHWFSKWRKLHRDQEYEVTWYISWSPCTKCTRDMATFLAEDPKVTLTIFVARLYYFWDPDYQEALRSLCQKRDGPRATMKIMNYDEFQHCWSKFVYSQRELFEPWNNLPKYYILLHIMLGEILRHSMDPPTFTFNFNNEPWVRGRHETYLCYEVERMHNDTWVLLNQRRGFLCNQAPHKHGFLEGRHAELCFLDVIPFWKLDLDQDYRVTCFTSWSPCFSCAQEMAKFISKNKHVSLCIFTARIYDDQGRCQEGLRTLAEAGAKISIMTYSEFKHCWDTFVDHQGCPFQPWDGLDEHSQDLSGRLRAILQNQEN
SENP8 block-1 = SENP8 protease inhibition; inhibition, % at 10 µM; purified SENP8, Z-RLRGG-aminoluciferin cleavage, luminescence; 1.2% of 330,000 active; AID 2540; Q96LD8; in the data active = inhibition above about 50%
SENP8 block-2 = inhibitors of human SENP8 protease | Q96LD8 | recombinant SENP8, Nedd8 substrate fluorescence | inhibition, % at 20 µM | 0.64% of 360,000 active | AID 602440; in the data active = inhibition mostly above about 40%, no sharp cut-off; inactive = mostly below about 27%
SENP6 inh = inhibitors of human SENP6 protease | Q9GZR1 | Recombinant SENP6 catalytic domain, aminoluciferin luminescence | inhibition, % at 10 µM | 1.8% of 330,000 active | AID 2599;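 active = inhibition above about 50% at the single tested dose, limit read from the data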;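 also: plate controls were DMSO wells with enzyme for no effect and DMSO wells lacking enzyme for full effect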
UBC13 polyUb = inhibitors of human UBC13 polyubiquitin chain formation; P61088; TR-FRET; inhibition, % at 20 µM; 0.47% of 330,000 active; AID 485273; in the data active = inhibition above about 45%, passing the limit was not always enough
Target sequence (P61088 whole entry, looked up): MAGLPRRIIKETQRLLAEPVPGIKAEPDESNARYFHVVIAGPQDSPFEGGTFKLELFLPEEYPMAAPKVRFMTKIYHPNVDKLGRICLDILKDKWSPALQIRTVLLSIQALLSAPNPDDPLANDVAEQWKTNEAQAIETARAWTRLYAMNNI
SENP7 inh = inhibitors of human SENP7 protease | recombinant SENP7, Z-RLRGG-aminoluciferin luminescence, 40 min | 1.5% of 330,000 active | Q9BQF6 | inhibition, % at 5 µM;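 active = inhibition above about 50% at the single test dose, limit read from the data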;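 also: plate controls were DMSO with enzyme for no effect and no enzyme buffer wells for full effect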
Target sequence (Q9BQF6 706-1050 limits assumed): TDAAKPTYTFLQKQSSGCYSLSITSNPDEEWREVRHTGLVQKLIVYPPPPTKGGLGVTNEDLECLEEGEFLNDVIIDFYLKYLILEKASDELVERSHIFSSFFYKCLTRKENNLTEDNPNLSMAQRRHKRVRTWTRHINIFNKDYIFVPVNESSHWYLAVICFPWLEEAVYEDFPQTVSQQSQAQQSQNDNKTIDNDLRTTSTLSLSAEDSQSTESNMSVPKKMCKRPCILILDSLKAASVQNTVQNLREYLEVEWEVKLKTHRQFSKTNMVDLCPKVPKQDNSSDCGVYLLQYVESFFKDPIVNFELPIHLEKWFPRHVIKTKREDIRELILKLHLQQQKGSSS
Apaf-1 inh = inhibitors of human Apaf-1 apoptosome; 0.71% of 330,000 active; reconstituted apoptosome caspase-3 activity, DEVD-Rh110 fluorescence; inhibition, % at 20 µM; active = inhibition of at least 40% at 20 µM;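 also: plate controls were DMSO wells for no effect and DEVD-CHO caspase inhibitor wells for full effect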
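Material: biochemical Apaf-1 apoptosome reconstitution. Medium: Hepes buffer, pH 7.5. Also added: cytochrome c activation, bis-DEVD rhodamine 110 substrate. Timing: 30 min compound preincubation, 50 min activation, room temperature. Measured by: rhodamine 110 fluorescence at Ex 480/Em 540 nm.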
SENP1 FRET inh = SENP1 (human) catalytic domain inhibition; Q9P0U3; recombinant SENP1 catalytic domain, CyPet-SUMO1-YPet FRET cleavage; inhibition, % at 10 µM; 0.21% of 360,000 active; AID 624204;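 active = inhibition at least 30% at 10 µM, raw YFP signal under a set limit, fluorescence ratio 0.5 to 1.5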;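 also: 0% = enzyme with DMSO and 100% = no enzyme wells; some results filed as inactive read as strong as hits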
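Assay system – human recombinant His6-tagged SENP1 catalytic domain enzyme · Input – SENP1 enzyme, 20 pM final · Buffer or medium – Tris pH 8 buffer plus EDTA, NaCl, BME, BSA, NP40, catalase · Schedule – 50 min reaction at room temperature · Technique – FRET read of cyan and yellow fluorescence · Control set – no-enzyme wells low, DMSO-plus-enzyme wells high control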
* hit, by the source's call; i = inactive; nt = not tested or not shown.

#1 N/C(Cc1nc(-c2ccc(Br)cc2)cs1)=N\O
#2 CCc1c(C)nc2ncnn2c1N1CCC(C(=O)NCc2cccc(OC)c2)CC1
#3 CCC(C(=O)Nc1cc(C)on1)c1ccccc1 (stereo unspecified)
#4 O=C(Cc1ccc(S(=O)(=O)N2CCCCC2)s1)Nc1ccc(F)cc1F
#5 CC1CCN(Cc2c(C(=O)N/N=C/c3cccc(C(F)(F)F)c3)nnn2-c2nonc2N)CC1
#6 COc1ccc(F)cc1C(=O)C1CCCN(C(=O)c2ccc(C(C)=O)s2)C1 (stereo unspecified)
#7 CC(OC(=O)c1ccc(Br)o1)C(=O)NCC1CCCCC1 (stereo unspecified)
#8 CCCNC(=O)[C@H](Cc1c[nH]c2ccccc12)NC(=O)c1ccccc1Cl

entry no.	1	2	3	4	5	6	7	8
A3G deaminase	-8	0	-2	-6	-1	-3	1	0
SENP8 block-1	-13	3	-4	-6	3	-9	1	-4
SENP8 block-2	4	8	15	10	7	8	23	4
SENP6 inh	-9	-9	-13	-5	-2	-7	-2	-2
UBC13 polyUb	-2	9	0	5	4	-6	9	1
SENP7 inh	-14	5	-3	9	6	13	-8	4
Apaf-1 inh	11	0	-2	3	22	-4	-6	12
SENP1 FRET inh	-3	3	0	-1	1	1	0	1

Quoted from the listing.
SENP8 block-1 result of `CCc1c(C)nc2ncnn2c1N1CCC(C(=O)NCc2cccc(OC)c2)CC1` reads 3
SENP7 inh result of `COc1ccc(F)cc1C(=O)C1CCCN(C(=O)c2ccc(C(C)=O)s2)C1` (stereo unspecified) reads 13
SENP8 block-1 result of `CCCNC(=O)[C@H](Cc1c[nH]c2ccccc12)NC(=O)c1ccccc1Cl` reads -4
SENP8 block-1 result of `CC(OC(=O)c1ccc(Br)o1)C(=O)NCC1CCCCC1` (stereo unspecified) reads 1
SENP8 block-2 result of `CC1CCN(Cc2c(C(=O)N/N=C/c3cccc(C(F)(F)F)c3)nnn2-c2nonc2N)CC1` reads 7

Results in sequence from above.
Entries 1–8 in Apaf-1 inh read 11, 0, -2, 3, 22, -4, -6, 12
Entries 1–8 in SENP1 FRET inh read -3, 3, 0, -1, 1, 1, 0, 1
Entries 1–8 in SENP7 inh read -14, 5, -3, 9, 6, 13, -8, 4

Later entries
#9 O=C(Nc1nnc(CCS(=O)(=O)c2ccc3ccccc3c2)s1)c1cccs1
#10 CCc1nn(CCCC(=O)NCc2ccco2)c(=O)c2cc3occc3n12
#11 Cc1ccccc1-n1ncc2c(SCC(=O)N3c4ccccc4CC3C)ncnc21 (stereo unspecified)
#12 Cc1cnc(C(=O)OCC(=O)NCCCc2ccccc2)cn1
#13 O=C(Cc1ccc2cccnc2c1)c1ccc(O)cc1O
#14 Cc1nnc(SCc2cn3ccsc3n2)n(N)c1=O
#15 Cc1ccccc1NC(=O)CCN1C(=O)CSC1=O
#16 Cc1ccccc1NC(=O)CN1CCN(C(=O)c2ccco2)CC1

entry no.	9	10	11	12	13	14	15	16
A3G deaminase	-5	-7	-10	-6	-9	0	0	18
SENP8 block-1	-7	-5	-8	-5	-12	-7	2	4
SENP8 block-2	-6	1	16	7	-3	12	13	9
SENP6 inh	1	-20	-44	-12	-4	-14	-9	-7
UBC13 polyUb	4	7	5	-10	10	-11	4	-5
SENP7 inh	-6	2	-2	-16	-5	-6	12	5
Apaf-1 inh	-2	-3	11	5	-14	6	-1	6
SENP1 FRET inh	0	1	-1	-2	-1	2	0	1

#17 Cc1ccc(C(=O)N/C(=C\c2ccc(-c3cccc([N+](=O)[O-])c3)o2)C(=O)NC(C)(C)C)cc1
#18 CCOC(=O)c1sc(NC(=O)c2cccs2)cc1C
#19 COc1cc2c(C(=O)N(C)c3cc(Cl)ccc3OC)cn(C)c(=O)c2cc1OC
#20 Cc1ncoc1C(=O)N1CCCC(C(=O)c2ccc(-c3ccccc3)cc2)C1 (stereo unspecified)
#21 COc1ccc(S(=O)(=O)Nc2ccc3c(c2)OCO3)cc1Cl
#22 COc1ccc(S(=O)(=O)N/N=C(/C)c2ccncc2)cc1
#23 c1ccc(NNC2=NCCS2)cc1
#24 CC(=O)N(Cc1ccc(Br)cc1)c1cccc(C)c1C

entry no.	17	18	19	20	21	22	23	24
A3G deaminase	-3	-4	0	-3	1	4	26	1
SENP8 block-1	3	66*	6	3	6	-7	-2	5
SENP8 block-2	13	-52	4	12	26	-1	21	15
SENP6 inh	3	83*	8	0	-12	5	11	-1
UBC13 polyUb	-16	2	2	4	-2	-2	5	7
SENP7 inh	-1	91*	0	-1	-3	5	0	6
Apaf-1 inh	-6	12	6	4	7	7	0	15
SENP1 FRET inh	3	2	1	2	1	1	0	1

#25 O=C(CN1CCC(n2nnc3cc(C(F)(F)F)ccc32)CC1)Nc1ccc2c(c1)CCC2
#26 Cc1ccc(S(=O)(=O)CCC(=O)O)cc1C
#27 CCOC(=O)CN(C(=O)CSc1nnc(-c2ccc(OC)c(OC)c2)o1)c1ccc(F)cc1
#28 COc1ccc2sc(-c3ccc(S(C)(=O)=O)cc3)c(C(=O)NCCc3c[nH]c4ccccc34)c2c1
#29 CCOc1ccc(C(=O)N(CN2CCCC2=O)c2ccc(C)cc2)cc1
#30 O=C(CN(Cc1ccccc1Cl)C(=O)Cn1nnc(-c2cccs2)n1)NCC1CCCO1 (stereo unspecified)
#31 Cc1ccc(Oc2ccc(C(=O)NC3CCSC3=O)cn2)cc1 (stereo unspecified)
#32 Clc1cc(Cl)c2nc(N3CCOCC3)sc2c1

entry no.	25	26	27	28	29	30	31	32
A3G deaminase	-1	-7	-1	-6	-1	-5	-2	-3
SENP8 block-1	0	7	5	7	-10	10	-8	14
SENP8 block-2	5	6	12	i	nt	8	18	1
SENP6 inh	-12	13	7	2	-6	9	12	-39
UBC13 polyUb	-2	12	0	22	-8	-12	3	0
SENP7 inh	-2	-2	-5	-9	-13	-3	0	25
Apaf-1 inh	27	-19	2	6	7	-17	1	9
SENP1 FRET inh	1	2	1	-1	nt	2	1	1

#33 CN1CCN(C(=O)c2ccc(-c3nn(C)c(=O)c4ccccc34)cc2)CC1
#34 Cc1cc(C)cc(-n2ncc3c2CCCC3NC(=O)C2CCC2)c1 (stereo unspecified)
#35 CCc1cc(C(=O)O)c(NC(=O)/C=C/c2ccc(OC)c(OC)c2)s1
#36 Cc1ccc2cc(C)c(SCC(=O)Nc3cc(C)on3)nc2c1
#37 CN(C)C(=O)c1ccc2c(c1)C1C3CCC(C3)C1C(c1ccccc1)N2 (stereo unspecified)
#38 CCOC(=O)C1CCN(Cc2ccc(OC)c(OCc3ccccc3)c2)CC1
#39 CSc1cccc(NS(=O)(=O)c2ccccc2)c1
#40 CCOc1ncccc1C(=O)NCCc1ccc(OC)cc1

entry no.	33	34	35	36	37	38	39	40
A3G deaminase	-2	-7	-6	6	-6	-3	-2	-5
SENP8 block-1	-5	-3	4	-6	-13	-6	2	-11
SENP8 block-2	12	17	-17	12	7	31	6	9
SENP6 inh	-11	-2	5	0	-11	-26	-15	-10
UBC13 polyUb	-6	-2	-12	0	-14	-8	4	-7
SENP7 inh	-9	3	0	-12	-9	-99	-6	-12
Apaf-1 inh	-9	1	3	6	23	12	-8	10
SENP1 FRET inh	0	0	-2	-2	-1	0	6	1

Marked active in SENP7 inh (from the list above):
#	SMILES	A3G deaminase	SENP6 inh	UBC13 polyUb	SENP7 inh	SENP1 FRET inh
18	CCOC(=O)c1sc(NC(=O)c2cccs2)cc1C	-4	83*	2	91*	2

Going on with the list:
#41 CCOc1ccccc1N1CCN(CC(O)COC2CCCc3ccccc32)CC1 (stereo unspecified)
#42 Cc1cc(=O)[nH]c(SC/C=C/c2ccccc2)n1
#43 CN(C(=O)c1ccc2c(c1)OCO2)C1(C(=O)NC2CCCC2)CCCCC1
#44 Cc1ccc(-n2nc3c(c2NC(=O)c2ccc(OC(C)C)cc2)CS(=O)C3)cc1 (stereo unspecified)
#45 CCOc1cc(C2Nc3ccccc3C(=O)N2c2ccccc2)c(Br)cc1OCC(=O)O (stereo unspecified)
#46 O=C(O)COc1ccc(/C=N/n2c(COc3ccccc3)nc3ccccc3c2=O)cc1
#47 O=C(N/N=C/c1ccc([N+](=O)[O-])cc1)c1ccc(COc2ccccc2-c2ccccc2)cc1
#48 O=C(O)CSc1nc2sc3c(c2c(=O)n1Cc1ccccc1)CCCCC3

entry no.	41	42	43	44	45	46	47	48
A3G deaminase	-12	-10	-4	2	-7	-8	-4	-6
SENP8 block-1	-1	-9	4	-2	-10	-15	3	1
SENP8 block-2	2	27	25	19	-414	3	20	18
SENP6 inh	-7	-1	5	1	-10	-8	-5	7
UBC13 polyUb	4	-13	-17	2	13	-12	-14	-5
SENP7 inh	-13	-4	-3	5	2	-11	1	-5
Apaf-1 inh	20	-10	11	3	0	-10	-1	11
SENP1 FRET inh	0	2	0	2	-9	1	2	1

#49 COc1ccccc1C(=O)NNC(=O)c1sccc1-n1cccc1
#50 O=C1CSC(c2c(F)cccc2Cl)N1c1cccc(F)c1 (stereo unspecified)
#51 COCC(=O)N1CCN(c2ccc([N+](=O)[O-])cc2)CC1
#52 COc1ccc(N2CCN(CCCNS(=O)(=O)c3c(C)noc3/C=C/N(C)C)CC2)cc1
#53 COC(=O)CN(c1cc(OC)ccc1OC)S(=O)(=O)c1ccc(OC)c(OC)c1
#54 CCOc1cc(CNCCO)cc(Br)c1OCc1ccccc1
#55 CCOC(=O)c1c(C)nc2sc3c(=O)n(-c4ccc(OC)cc4)nnc3c2c1-c1ccc(OC)cc1
#56 COc1ccc(CCNC(=O)COC(=O)C2CC2)cc1
#57 CCOc1ccc(NC(=O)/C(=C\c2ccc(OC(C)=O)c(OC)c2)NC(C)=O)cc1
#58 Cc1ccc(NC(=O)COc2ccc(/C=N\NC(=O)c3cccnc3)cc2)cc1C

entry no.	49	50	51	52	53	54	55	56	57	58
A3G deaminase	-3	-1	-3	-11	1	-3	-3	0	0	-1
SENP8 block-1	0	10	-4	-4	4	-3	5	1	3	-8
SENP8 block-2	-2	44*	42*	nt	15	7	-44	9	13	-13
SENP6 inh	0	4	-3	-6	6	22	-6	12	9	-48
UBC13 polyUb	18	-2	-19	3	-12	20	-15	-12	-12	0
SENP7 inh	-1	3	4	11	7	-2	3	4	13	13
Apaf-1 inh	-8	15	-1	13	7	4	1	-12	-18	1
SENP1 FRET inh	-1	0	4	nt	2	1	-31	2	-6	-1

Compound activity deposited in PubChem by Sanford-Burnham Center for Chemical Genomics.
